High-throughput results deposited in PubChem BioAssay by several laboratories.
FXN GAA850 act = activators of GAA850 frataxin (FXN) promoter | HEK293 lucGAA850 FXN promoter luciferase reporter, 24 h; percent of 10 µM SAHA response | activation, % at 6 µM | 0.56% of 360,000 active | AID 540364;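 active means activation above the average of all compounds screened plus 3 SD, cutoff fixed separately per campaign, cut at about 7.5% in these data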;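 further: 0% = DMSO wells and 100% = 10 µM SAHA wells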
DAX1 inh-1 = NR0B1 (DAX1) inhibition; HEK293 Gal4-DAX1 luciferase reporter, luminescence; 0.99% of 340,000 active; inhibition, % at 6.75 µM; P51843; AID 504766;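 active means inhibition above the mean over all tested compounds plus 3 SD, cut at about 4.2% in these data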;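 further: 0% = DAX1-transfected cells with DMSO and 100% = empty-vector control cells with DMSO; inhibition shows as a rise in luminescence from relieved DAX1 repression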
Target sequence (P51843 207-470 limits assumed): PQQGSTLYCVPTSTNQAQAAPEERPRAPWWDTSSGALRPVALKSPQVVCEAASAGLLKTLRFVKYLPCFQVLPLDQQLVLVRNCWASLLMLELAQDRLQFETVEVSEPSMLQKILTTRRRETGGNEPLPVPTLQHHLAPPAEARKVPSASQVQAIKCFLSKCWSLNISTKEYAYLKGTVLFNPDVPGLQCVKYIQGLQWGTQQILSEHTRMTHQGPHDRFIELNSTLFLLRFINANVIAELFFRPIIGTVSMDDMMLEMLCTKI
PG9 binder = PG9 antibody binding by small molecule; TR-FRET gp120-PG9 antibody binding; inhibition, % at 6.7 µM; 0.43% of 360,000 active; in the data active means inhibition above about 8.5%
NPR1 activator = GC-A (human) enzyme activation; 0.14% of 370,000 active; HEK293 GC-A cells, cGMP TR-FRET, EC30 ANP; 0% at EC30 ANP, 100% saturating ANP; activation, % at 10 µM; P16066; in the data active means activation above about 40%
hgDAF12 agonist = hgDAF-12 agonism, primary luciferase screen | HEK293 GAL4-hgDAF12 UAS-luciferase reporter, agonist luminescence; normalized to butyrate control | activation, % at 6.8 µM | 1.8% of 370,000 active;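 active means activation above a cutoff set at the mean of all screened compounds plus 3 SD, cut at about 10% in these data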;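 further: 0% = DMSO wells and 100% = sodium butyrate wells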
hcDAF12 agonist = activators of H. contortus DAF-12 nuclear receptor. HEK293 hcDAF-12 lit1-tk-luc reporter, luminescence; 0% DMSO, 100% Δ7-dafachronic acid. activation, % at 6.8 µM. 1.4% of 370,000 active;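 active means activation above the mean of all tested compounds plus 3 SD, cut at about 5.5% in these data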;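 further: 100% = response to 3 µM Δ7-dafachronic acid high control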
ssDAF-12 act = activators of S. stercoralis DAF-12 nuclear receptor; HEK293 ssDAF-12/GRIP1 lit1-tk-luc reporter, luminescence; % of 3 µM dafachronic acid response; activation, % at 6.8 µM; 1% of 370,000 active;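 active means activation above the mean over all tested compounds plus 3 SD, cut at about 0.9% in these data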;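 further: 0% = DMSO-only wells and 100% = 3 µM delta7-dafachronic acid wells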
ADAM17 inh = inhibits human ADAM17 | P78536 | recombinant ADAM17, EDANS/DABCYL FRET peptide cleavage | inhibition, % at 6.95 µM | 0.83% of 370,000 active | AID 720648;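 active means inhibition above the mean of compounds lying between control limits plus 3 SD, set per campaign, cut at about 8.5% in these data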;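 further: 0% = DMSO-only wells as the low control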
SMARCA2 act = activators of SMARCA2 function; MG213 cells, MMTV-luciferase reporter, dexamethasone, overnight; 1% of 370,000 active; activation, % at 9.1 µM; in the data active means activation above about 7.8%;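 further: 0% = vehicle wells and 100% = reference activator wells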
ADAM10 inh = inhibitors of human ADAM10; recombinant ADAM10, EDANS/DABCYL FRET peptide cleavage, 3 h; inhibition, % at 7 µM; 0.62% of 370,000 active;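 active means inhibition above a per-campaign cutoff equal to the mean of compounds falling between control-based bounds plus 3 SD, cut at about 20% in these data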;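 further: 0% = DMSO wells while the 100% control is not disclosed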
Target sequence (O14672 214-748 limits assumed): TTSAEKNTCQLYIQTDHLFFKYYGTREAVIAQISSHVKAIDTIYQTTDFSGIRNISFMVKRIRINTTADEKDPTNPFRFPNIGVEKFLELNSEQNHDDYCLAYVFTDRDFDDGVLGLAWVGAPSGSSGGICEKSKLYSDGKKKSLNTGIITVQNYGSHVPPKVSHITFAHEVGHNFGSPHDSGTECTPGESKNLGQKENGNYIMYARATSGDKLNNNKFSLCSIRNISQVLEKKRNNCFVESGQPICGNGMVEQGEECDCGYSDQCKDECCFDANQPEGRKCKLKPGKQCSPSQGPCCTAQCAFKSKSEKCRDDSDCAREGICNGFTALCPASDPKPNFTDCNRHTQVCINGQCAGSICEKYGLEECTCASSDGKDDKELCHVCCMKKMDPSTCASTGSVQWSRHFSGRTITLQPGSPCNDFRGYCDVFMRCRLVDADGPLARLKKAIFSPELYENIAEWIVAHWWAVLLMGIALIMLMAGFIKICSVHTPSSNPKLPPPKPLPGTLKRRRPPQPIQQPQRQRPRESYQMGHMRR
DAX1 inh-2 = blocks DAX1 repression of SF-1 activated StAR promoter. AID 652010. inhibition, % at 6.8 µM. HEK293T StAR-luciferase reporter, SF-1/DAX-1 repression relief. 1.1% of 370,000 active;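 active means inhibition above the mean over all tested compounds plus 3 SD, cut at about 3.6% in these data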;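 further: 0% = DAX-1 cells with DMSO and 100% = cells lacking DAX-1 with DMSO; higher inhibition means more luminescence from relief of DAX-1 repression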
The depositor's hits bear a star; x = not tested or not shown.

SMILES	FXN GAA850 act	DAX1 inh-1	PG9 binder	NPR1 activator	hgDAF12 agonist	hcDAF12 agonist	ssDAF-12 act	ADAM17 inh	SMARCA2 act	ADAM10 inh	DAX1 inh-2
COC(=O)c1cc(COc2ccc3oc(C)c(C(=O)OC)c3c2)c(C)o1	4.3	-1.6	-1.1	-5	0.0	-1.9	-2.0	3	-2	14	0.5
O=c1c2ccccc2nnn1Cc1ccc(F)cc1	0.0	-0.5	2.1	0	3.0	1.4	-0.8	-1	1	5	-0.7
CCc1ccc(-c2nnn(CCC(=O)OC)n2)cc1	-16	-2.8	-2.5	0	-11	-5.3	-3.1	-1	-3	2	-1.7
CS(=O)(=O)N1CCN(C(=O)Cc2cccs2)CC1	-1.8	-0.3	-3.9	5	-1.8	-1.6	-1.8	-2	4	-4	0.1
Cc1cccc(C)c1NC(=O)C(NC=O)c1ccccc1Cl (stereo not given)	0.3	1.0	-0.8	-2	-2.4	-1.5	-1.6	-2	-3	-3	-0.7
CSc1ncccc1C(=O)NCC(c1cccs1)N1CCOCC1 (stereo not given)	-1.8	-0.2	0.2	0	4.2	-1.4	-1.2	-4	-2	-7	1.8
CCN(CC(=O)N1CCC(C)CC1)S(=O)(=O)c1ccc(C)cc1	-1.0	0.0	0.5	1	-2.2	-1.9	-1.0	-3	-1	-3	-0.5
NS(=O)(=O)c1ccc(N/N=C/c2ccc(O)cc2O)c([N+](=O)[O-])c1	1.4	0.3	-7.6	-1	-1.0	-2.4	-1.5	-4	0	1	-1.8
COCCNC(=O)/C(C#N)=C/c1cccs1	1.1	-0.1	-3.0	-3	0.3	-1.3	-1.4	0	4	-2	-0.1
COCCN(CCOC)Cc1cc(=O)oc2cc(OC)c(Cl)cc12	x	x	0.4	2	0.1	-1.7	-0.9	-78	-1	-268	-0.3
CC(C)CC(NC(=O)C1CCCCC1)C(=O)NC(C)c1ccccc1 (stereo not given)	0.8	1.8	3.1	0	2.1	-1.1	-1.1	-4	-3	-8	-0.1
O=C(CSc1ccc(F)cc1)NNC(=O)c1ccccc1Br	-0.6	-1.2	-0.7	0	-0.6	-1.7	-0.8	-1	0	5	-0.2
Cc1cc(O)c(C(C)C)cc1NS(=O)(=O)c1ccccc1	0.4	-0.2	-1.3	-1	-1.6	-1.3	-1.1	-3	-4	-1	-0.8
CCOc1ccccc1/C=N/Nc1ccccc1[N+](=O)[O-]	4.5	-1.2	1.7	-1	1.0	-1.2	-0.8	-4	1	-4	0.1
COc1ccc(C2CC(C)=C(C#N)S(=O)(=O)C2C#N)cc1 (stereo not given)	1.6	3.0	-1.2	-1	-1.5	-0.4	-1.3	-1	-1	-2	-0.3

Individual results from the entries so far:
Reading for CS(=O)(=O)N1CCN(C(=O)Cc2cccs2)CC1 under hgDAF12 agonist: -1.8
Reading for COCCN(CCOC)Cc1cc(=O)oc2cc(OC)c(Cl)cc12 under ADAM10 inh: -268

(continued)
SMILES	FXN GAA850 act	DAX1 inh-1	PG9 binder	NPR1 activator	hgDAF12 agonist	hcDAF12 agonist	ssDAF-12 act	ADAM17 inh	SMARCA2 act	ADAM10 inh	DAX1 inh-2
Cc1cc(/C=C(\C#N)C(=O)Nc2ccc(F)cc2)c(C)n1-c1ccc(N2CCOCC2)c([N+](=O)[O-])c1	0.1	1.9	-0.9	8	0.7	-1.4	-1.7	0	0	2	-0.2
CN=C(c1ccco1)n1c(=S)nc(-c2ccco2)n(C)c1=S	4.0	-0.3	-1.7	0	-0.6	2.0	0.0	-1	8	-3	-0.5
O=C(/C=C/c1cc([N+](=O)[O-])ccc1OC(F)F)NCc1ccc(F)cc1	-2.3	-1.0	-2.1	0	-0.2	-0.7	-1.5	-2	0	5	-0.6
CCS(=O)(=O)c1ccc2c(c1)NC(=O)C(CCCl)O2 (stereo not given)	2.5	-0.3	0.5	2	-0.5	-0.8	-2.4	-3	-2	1	-0.3
COC(=O)C1CSc2[nH]c(=O)sc2C1c1ccccc1 (stereo not given)	1.1	0.0	0.6	4	-2.4	-1.0	-0.9	0	-2	4	0.1
COc1ccc(CNC(=O)COC(=O)C(CCSC)N2C(=O)c3ccccc3C2=O)cc1 (stereo not given)	0.2	0.7	0.7	-1	-1.7	-1.0	-1.1	7	-4	-7	3.2
Cc1ccc(N(C(=O)c2ccco2)C(C(=O)NC2CCCC2)c2cccnc2)cc1C (stereo not given)	-0.8	-0.7	0.5	-3	-0.3	1.6	-1.5	-2	-3	9	0.0
O=C(c1[nH]c(C(F)(F)F)nc1-c1ccccc1)N1CCCN(Cc2ccc(F)cc2)CC1	x	x	-0.7	2	2.1	-0.9	-0.5	-4	-3	-12	-0.5
O=C(NCc1cccc(C(F)(F)F)c1)c1csc([C@@H]2C[C@H](O)[C@@H](CO)O2)n1	-0.5	x	-0.6	-2	3.6	-1.3	-1.2	0	-5	-5	0.3
CCOC(=O)c1ccccc1NC(=O)CSc1nnc(COc2ccccc2)n1CC	-2.1	-1.1	0.8	-7	-2.1	-1.4	-1.4	5	-3	3	-1.6
CCN1CCN(S(=O)(=O)c2cc3c(cc2Cl)NC(=O)CO3)CC1	-2.2	0.8	-1.9	4	-2.7	-1.4	-1.0	-3	1	-14	0.9
COc1ccccc1OCC(=O)Nc1ccc(NC(=O)COc2ccccc2OC)cc1	1.9	-0.7	1.7	1	-1.8	-1.9	-1.4	3	-2	3	-3.2
c1ccc(C2CC(c3cccs3)n3nnnc3N2)cc1 (stereo not given)	-2.2	1.9	2.7	-1	-0.5	-0.6	-0.3	-3	-4	-17	-0.6
Cc1ccc(COc2ccc(/C=N/NC(=O)c3ccc(CN4CCOCC4)cc3)cc2)cc1	-0.1	-1.9	-1.1	2	2.1	-1.7	-0.6	2	-4	-4	-1.7
Cc1cc2nc(-c3ccc(SCc4ccc(C(=O)O)cc4)nc3)[nH]c2cc1C	3.0	2.2	0.4	-3	12*	0.3	-0.6	-77	-1	-250	2.0

Results in PG9 binder, for 2 of the compounds above:
compound	PG9 binder
COC(=O)C1CSc2[nH]c(=O)sc2C1c1ccccc1 (stereo not given)	0.6
COc1ccc(CNC(=O)COC(=O)C(CCSC)N2C(=O)c3ccccc3C2=O)cc1 (stereo not given)	0.7

(more compounds)
SMILES	FXN GAA850 act	DAX1 inh-1	PG9 binder	NPR1 activator	hgDAF12 agonist	hcDAF12 agonist	ssDAF-12 act	ADAM17 inh	SMARCA2 act	ADAM10 inh	DAX1 inh-2
Cn1cnnc1SCc1nc(N)nc(Nc2ccccc2)n1	7.0	0.0	-6.0	-5	2.7	1.8	-1.0	0	6	2	0.1
CN=C1S/C(=C\c2ccc(N3CCCC3)c(F)c2)C(=O)N1C	6.5	0.8	-2.8	1	-0.1	1.3	-1.4	1	1	-4	0.3
CCOC(=O)c1c(S(=O)(=O)Nc2ccc(C)cn2)c(C)n(C)c1C	0.5	1.2	-2.5	2	2.3	0.2	-1.2	-4	7.9*	-1	0.1
O=c1c2sc3nc(N4CCOCC4)c4c(c3c2ncn1-c1ccccc1)CCCC4	0.2	-0.8	1.1	12	-1.3	-3.0	-2.1	-17	-4	-41	-3.1
CCOC(=O)CCc1c(C)nc2c(c(C)nn2-c2ccccc2)c1C	1.4	-0.3	-1.1	-2	-3.0	-0.5	-0.7	-8	0	7	-0.3
Cc1ccc(-c2nnn(CCC(=O)N3CCCCC3C)n2)cc1 (stereo not given)	2.5	0.6	-2.9	3	5.8	-0.3	-0.5	9.5*	1	6	1.0
COc1ccc(C(=O)NCc2nnc(SCC(=O)Nc3ccccc3OC)n2C)cc1	0.8	0.6	-1.9	-5	0.2	-1.4	-0.9	0	5	1	-0.4
Nc1nccnc1C(=O)OCC(=O)Nc1cccc(S(=O)(=O)N2CCCCC2)c1	5.2	-0.4	-3.3	0	-2.4	-1.5	-1.1	-6	0	-16	-0.4
O=C(O)c1cn(Cc2ccccc2)c2ccc(Cl)cc2c1=O	-1.7	0.6	-0.3	-6	1.1	-0.9	-1.0	-3	-1	1	0.4
CC(=O)N/N=C/c1cc(C(C)C)cc(/C=N/NC(C)=O)c1O	-1.5	-0.3	-0.7	-2	-1.9	-2.6	-1.5	-11	2	-28	-0.4
C=CCN(CC=C)C(=O)c1ccc(OC2CCN(Cc3ccccn3)CC2)cc1	2.8	-1.1	-1.0	6	0.6	-0.1	-1.9	1	1	2	-0.3
CCCC(=O)C1=C(O)C(C(=O)OC)C(C)(C)CC1=NC(C)C (stereo not given)	2.9	-0.1	-0.3	-2	1.7	0.6	-1.3	-5	0	-1	-0.7
Nc1ccc(C(=O)OCC(=O)NC(=O)c2ccccc2)cc1[N+](=O)[O-]	0.4	0.4	1.1	2	0.5	0.8	-0.9	1	-1	1	-1.1
CCCCn1c(N)c(N(CC(C)C)C(=O)CSc2nnc(-c3ccc(Cl)cc3)o2)c(=O)[nH]c1=O	-0.5	1.7	-2.1	-5	2.8	-0.5	-1.1	-3	1	-2	0.2
Cc1ccc(C(=O)Nc2nnc(C)s2)o1	1.5	1.0	1.1	2	4.5	-0.7	-0.7	-6	-3	4	1.1
COc1ccc(Cl)cc1-c1cc(C(=O)NCc2cccc(C(F)(F)F)c2)[nH]n1	-1.3	x	-1.6	17	-0.6	-2.6	0.3	4	-2	14	-0.1
Cc1ccc(C2C(C(=O)c3cccs3)=C(O)C(=O)N2CCN2CCOCC2)o1 (stereo not given)	2.1	0.4	-0.5	0	-2.2	-0.5	-0.7	-2	0	2	0.6
Cc1cnc(CN(C)Cc2c(C(=O)N3CCCCCCC3)nc3ccc(Cl)cn23)[nH]1	0.6	0.0	-2.5	0	1.8	0.5	-0.8	2	-3	-6	-0.2
Cn1c(SCc2cccc([N+](=O)[O-])c2)nc2ccccc2c1=O	3.6	-1.9	-3.6	-14	-2.7	-2.5	-0.6	1	2	4	-1.9
O=S1(=O)c2ccc(Br)cc2N2CCC[C@@H]2CN1Cc1ccc(Cl)cc1	-0.9	-0.8	-1.6	-2	-0.1	1.6	-0.9	1	-5	-4	-0.9
COc1ccc(S(=O)(=O)N(CC(=O)O)Cc2ccccc2)cc1OC	1.6	0.3	1.3	1	0.0	-0.6	-1.4	-5	-3	-7	-0.3
COc1cccc2sc(NC(=O)c3ccc(S(=O)(=O)N4CCOCC4)cc3)nc12	-2.6	-1.0	0.0	2	-2.4	-1.4	-1.5	8	-3	-1	-0.2
CN(C(=O)COC(=O)Cn1c(C(F)(F)F)nc2ccccc21)c1c(N)n(Cc2ccccc2)c(=O)[nH]c1=O	1.6	1.4	2.9	-1	-1.8	-0.9	0.0	-5	-2	0	-0.2
CC(C)CN1C(=O)C[C@]2(C(=O)N(C)c3ccc(NS(=O)(=O)C4CCCCC4)cc32)C1c1ccccc1 (stereo not given in full)	x	x	x	0	3.3	-1.8	-1.1	0	-3	-6	-0.1
CC1CCN(CCOc2ccc(Cl)c(Cl)c2)CC1	0.7	0.5	-2.6	1	5.9	0.2	-1.8	1	-2	-4	0.0
Nc1ccc2c(c1)COc1ccccc1O2	0.0	0.3	2.5	-2	1.9	0.0	-1.1	0	1	0	0.1
CC(C)(C)c1ccc(C(=O)/C(C#N)=C/c2cccs2)cc1	-0.4	4.6*	-0.4	-6	0.0	0.0	-1.8	-9	-5	-2	0.2
CCc1nc(SCc2cc(Cl)ccc2OC)n[nH]1	0.8	-0.2	-2.2	-1	-1.6	-1.5	-1.6	2	9.4*	6	-0.5
CC(C)(C)SC(=O)CC1NS(=O)(=O)OC2CCCCC12 (stereo not given)	-1.4	0.1	0.2	2	-1.5	-1.8	-1.2	3	0	-3	0.8
